PHOSPHO1 inh: inhibitors of human PHOSPHO1 phosphatase | AID 1565 | inhibition, % at 13.3 µM | Q8TCT1 | 1.1% of 290,000 active | recombinant PHOSPHO1, absorbance phosphatase assay; in the data active = inhibition above about 60%
Target sequence (Q8TCT1 whole entry, looked up): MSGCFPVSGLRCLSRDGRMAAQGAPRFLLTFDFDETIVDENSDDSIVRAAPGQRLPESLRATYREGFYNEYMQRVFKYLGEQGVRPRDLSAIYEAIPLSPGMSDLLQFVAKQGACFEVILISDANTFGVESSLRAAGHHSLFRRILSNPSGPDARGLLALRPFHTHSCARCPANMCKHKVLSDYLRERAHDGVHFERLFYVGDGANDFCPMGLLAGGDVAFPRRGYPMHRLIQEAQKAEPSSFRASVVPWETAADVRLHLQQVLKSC
VIM-2 inh: blocks Pseudomonas aeruginosa VIM-2 metallo-beta-lactamase; purified VIM-2, nitrocefin hydrolysis, epi-absorbance fluorescence; AID 1527; 0.89% of 290,000 active; inhibition, % at 5.6 µM;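 active = inhibition above the mean of all tested compounds plus 3 SD, cutoff set per screening run, cut at about 7.5% in these data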;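 note: red hydrolysis product quenches plate fluorescence so inhibitors raise well fluorescence; 0% = enzyme with DMSO and 100% = DMSO without enzyme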
IMP-1 inh: blocks Pseudomonas aeruginosa IMP-1 metallo-beta-lactamase; purified IMP-1, nitrocefin hydrolysis, epi-absorbance fluorescence; inhibition, % at 5.6 µM; 0.45% of 290,000 active;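 active = inhibition above the mean plus 3 SD of all compounds in the same screening run, cut at about 4.5% in these data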;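 note: 0% = IMP-1 with DMSO and 100% = DMSO wells lacking enzyme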
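System: purified IMP-1 / Input: IMP-1 dispensed at 0.2 nM / Medium: 50 mM HEPES pH 7.1, 50 µM ZnSO4, 0.05% Brij 35 / Timing: 15 min enzyme–compound preincubation, then 25 min nitrocefin reaction, 25 °C / Technique: plate fluorescence quenching by hydrolysis product, ex 480/em 530 nm / Repeats: singlicate testing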
FID counter: fluorescent intercalator displacement, NS3 helicase counter-screen; DNA fluorescent intercalator displacement, fluorescence; inhibition, % at 7.9 µM; 0.17% of 290,000 active; AID 1845; in the data active = inhibition above about 37%;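 note: 0% = vehicle and 100% = reference compound; higher means more ethidium bromide displaced from hairpin DNA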
NS3 helicase inh: inhibitors of Hepatitis C virus NS3 helicase; 0.56% of 290,000 active; inhibition, % at 10.9 µM; NS3 helicase DNA unwinding, Cy5 molecular beacon fluorescence; AID 1800;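 active = inhibition above the mean of all tested compounds plus 3 SD, set per campaign, cut at about 35% in these data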;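 note: 0% = DMSO wells and 100% = thioflavine S control wells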
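System: Hepatitis C virus NS3 helicase domain fragment enzyme | Reagent: Annealed dual-labelled DNA beacon duplex, ATP-started | Compound dosing: 10.9 µM single point, 0.8% DMSO | Incubation: 1 h reaction at 25 °C, ATP-initiated | Technique: Cy5 fluorescence | Evaluation: Percent inhibition from t60/t0 fluorescence ratio | Benchmarks: Low DMSO, high thioflavine S at 110 µM | Replication: Singlicate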
OXTR ag: activates the human oxytocin receptor | CHO-OTR cells, Fluo-8 calcium fluorescence; normalized: DMSO 0%, oxytocin 100% | activation, % at 3 µM | 0.32% of 320,000 active;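 active = activation above the mean of all tested compounds plus 3 SD, cutoff set per screening run, cut at about 20% in these data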;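 note: peak over basal fluorescence ratio from a 100 s FLIPR kinetic read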
GalR3 antag: blocks the human galanin receptor 3. AID 651719. inhibition, % at 3 µM. HEK293 GalR3-CNG cAMP membrane potential fluorescence; galR3 body fused to GalR1 C-terminus. O60755. 0.44% of 360,000 active;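 active = inhibition above the screen-wide average plus 3 SD, cut at about 13% in these data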;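 note: forskolin and galanin both at EC90 stimulate the cells; cAMP rise reported by CNG channel membrane potential dye signal; 0% = forskolin plus galanin with DMSO and 100% = forskolin alone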
Target sequence (O60755 1-299 limits assumed): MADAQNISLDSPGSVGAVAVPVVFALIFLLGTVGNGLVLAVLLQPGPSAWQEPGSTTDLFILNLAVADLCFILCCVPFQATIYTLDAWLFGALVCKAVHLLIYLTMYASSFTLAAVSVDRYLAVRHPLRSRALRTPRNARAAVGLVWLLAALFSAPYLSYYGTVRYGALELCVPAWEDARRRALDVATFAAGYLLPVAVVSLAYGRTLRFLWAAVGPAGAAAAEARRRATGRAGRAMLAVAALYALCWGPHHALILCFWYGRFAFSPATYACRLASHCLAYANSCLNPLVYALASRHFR
GPR7 antagonist: antagonists of human GPR7 (neuropeptides B/W receptor 1); inhibition, % at 4.4 µM; GPR7-expressing cells, fluorescence antagonist assay; 1.1% of 290,000 active; in the data active = inhibition above about 16%, passing the limit was not always enough;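 note: cells stimulated with the agonist NPW; 0% = agonist with vehicle and 100% = vehicle without agonist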
Target sequence (P48145 whole entry, looked up): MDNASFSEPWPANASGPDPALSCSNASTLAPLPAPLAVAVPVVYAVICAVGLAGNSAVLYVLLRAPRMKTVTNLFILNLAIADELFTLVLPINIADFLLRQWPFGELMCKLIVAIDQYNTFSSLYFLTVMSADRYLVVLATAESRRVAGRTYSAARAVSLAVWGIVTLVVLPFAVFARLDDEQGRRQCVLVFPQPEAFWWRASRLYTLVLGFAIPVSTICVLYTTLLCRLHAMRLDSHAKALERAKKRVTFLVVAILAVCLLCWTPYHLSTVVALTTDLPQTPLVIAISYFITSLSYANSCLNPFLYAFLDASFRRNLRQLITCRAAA
V1aR counter: V1a receptor agonism, counter-screen for OXTR agonists; P37288; CHO-V1R cells, Fluo-8 calcium fluorescence, agonist mode; 0% DMSO, 100% 3 nM vasopressin; activation, % at 3 µM; 0.25% of 320,000 active; AID 2797;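 active = activation above the mean activation of all tested compounds plus 3 SD, per screening run, cut at about 20% in these data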;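 note: signal is peak over basal fluorescence ratio across a 100 second FLIPR read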
An asterisk follows results filed as active; / = not tested or not shown.

SMILES | PHOSPHO1 inh | VIM-2 inh | IMP-1 inh | FID counter | NS3 helicase inh | OXTR ag | GalR3 antag | GPR7 antagonist | V1aR counter
Cc1nn2c(NCCCN(C)C)c3c(nc2c1-c1ccccc1)CCC3 | 15 | 14* | -2.9 | 29 | -26 | 0.9 | -6 | 0 | 0.1
CCOC(=O)C1=C(N)N2C(=O)C(C)SC2=C(C(=O)OCC)C1c1ccccc1 (stereo unspecified) | -22 | -2.8 | -2.5 | -9 | 2 | -0.4 | -2 | -5 | 1.1
Cc1cccc(C(=O)Nc2nnc(COc3ccccc3)s2)c1 | -7 | -2.0 | -3.4 | -10 | 0 | -1.2 | -4 | -9 | 0.7
Cc1ccc2[nH]c(=O)c(CNC(C)(C)C)cc2c1 | 15 | -0.1 | 0.4 | 1 | 10 | 0.0 | -2 | 2 | -0.7
O=C(NC(C(=O)N1CCCC1C(=O)O)=C1CCCCC1)c1ccccc1 (stereo unspecified) | -20 | 0.8 | -2.6 | -26 | 14 | -0.7 | -1 | -6 | -0.4
CCCCN(C(=O)c1cccc2c(=O)c(C)c(-c3ccccc3)oc12)c1ccccc1 | -5 | -1.1 | -0.8 | -30 | -16 | / | -1 | -10 | /
Cc1ccc(N2C(=O)CC(N3CCc4ccccc43)C2=O)cc1Cl (stereo unspecified) | 2 | -2.4 | -1.9 | -1 | -10 | -1.7 | -6 | 5 | -1.3
Cc1ccc(NC(=O)C2CCCN(c3ncccn3)C2)cc1C (stereo unspecified) | 26 | -2.3 | -2.6 | -24 | 5 | -0.8 | -9 | -16 | -0.8
O=C(Nc1ccc(F)cc1)N1CCN(C/C=C/c2ccccc2)CC1 | -7 | -0.3 | 2.1 | -6 | -5 | 1.8 | -6 | 5 | 4.3
CCSc1nnc2ccc(-c3cccs3)nn12 | 38 | 4.5 | -3.1 | -6 | 5 | -2.0 | -4 | -15 | -0.5
COC(=O)C1CCN(C(=O)c2sc3nc(-c4ccccc4)cn3c2C)CC1 | 9 | -4.0 | -3.5 | -29 | -1 | -1.1 | -3 | -8 | 0.7
Cc1ccc(OCCCCN2CCCCC2)c(Br)c1 | 14 | -0.4 | 1.0 | 19 | -13 | 3.2 | -11 | -6 | 2.1
Cc1nc2ccccc2c2nc3ccccc3n12 | 9 | 2.4 | -5.5 | 0 | 0 | 0.7 | -1 | -7 | 0.8
Cc1cc(C(=O)OCC(=O)N2CCCC2)c2ccccc2n1 | -9 | -1.4 | -2.1 | -12 | 14 | 0.8 | -5 | 0 | -0.4
CCc1ccccc1NC1=NCC(=O)N1C1CCCC1 | 32 | -0.2 | -2.8 | -1 | -2 | -2.4 | 5 | -9 | 0.7
Cc1cc(Cl)c(OCCCCNC(C)(C)C)c(Br)c1 | 9 | 0.9 | -2.9 | 8 | -16 | 7.7 | / | -9 | 6.2
CC(C)(C)OC(=O)CNC(=O)c1[nH]cnc1C(=O)NCC(=O)OCc1ccccc1 | -36 | -2.6 | -3.6 | -30 | -27 | 3.7 | 0 | 5 | 0.6
Cc1cccc(OCC(O)CN2CCN(c3ccccn3)CC2)c1C (stereo unspecified) | 36 | -3.4 | 0.1 | 0 | -3 | 2.0 | -2 | -7 | 1.5
O=C(Cc1csc(N2CCOCC2)n1)N/N=C/c1ccccc1C(=O)O | 2 | -2.5 | -3.5 | -19 | -2 | -0.3 | -2 | -7 | 1.2
COc1cc(OC)cc(-c2nc3cc(C)ccc3o2)c1 | -10 | -4.0 | -2.2 | -2 | -7 | -0.8 | 0 | -14 | -0.5
Cc1cc(C)c(S(=O)(=O)N2CCN(S(=O)(=O)N3CCOCC3)CC2)c(C)c1 | 19 | -5.1 | -0.5 | -39 | -10 | 2.5 | -5 | 1 | 1.8
CCOC(=O)C1CCN(C(=O)CCNC(=O)Cn2cnc3ccccc3c2=O)CC1 | 24 | -4.1 | -2.9 | -10 | 6 | 0.4 | -10 | -4 | 0.1
Cc1cccc(NC(=O)c2cc(-c3ccc(C)c(C)c3O)n[nH]2)c1 | 36 | -4.2 | -4.7 | -17 | -3 | / | -10 | -26 | /
Nc1ccc2c(c1)CCC2=O | / | 0.3 | -0.6 | 0 | 1 | 0.4 | -5 | -3 | 0.6
CC(C)COP(=O)(OCC(C)C)C(O)c1ccc(N(C)C)cc1 (stereo unspecified) | 37 | 0.5 | -1.1 | -37 | 8 | -1.9 | -1 | 4 | -0.1
Cc1cc2c(ncn2Cc2ccccc2)c([N+](=O)[O-])c1C | 8 | -2.9 | -1.7 | -10 | 11 | 0.8 | 1 | 4 | 0.2
Cc1cc(C)n(Cc2cccc(C(=O)N/N=C/c3ccncc3)c2)n1 | -1 | 0.4 | -1.5 | -23 | -3 | -0.1 | -3 | 6 | 1.6
CC1CN(Cc2ccccc2)c2nc3c(c(=O)n(C)c(=O)n3C)n2C1 (stereo unspecified) | 7 | 6.4 | -1.4 | -22 | 1 | -1.2 | / | -17 | -0.9
Cc1cccc(C(=O)O)c1NC(=O)c1ccc(F)cc1 | -8 | -2.5 | -4.4 | 4 | 3 | -0.8 | -6 | -3 | 0.0
CCOc1ccccc1N(C(=O)c1snc(C(N)=O)c1N)C(C(=O)NCc1ccccc1)c1ccc(O)cc1 (stereo unspecified) | 18 | -3.0 | 0.2 | -36 | -15 | / | -10 | 15 | /
Cc1cnc(NC(=O)C2CCCO2)s1 (stereo unspecified) | -10 | 0.9 | -1.6 | 1 | 1 | 0.3 | 0 | 13 | 0.1
CCCC(=O)Nc1nc2nc(C)cc(=O)n2[nH]1 | 10 | -3.1 | -3.8 | 2 | -5 | 0.1 | -5 | -1 | 1.0
CC(C(=O)OCC(=O)c1ccc([N+](=O)[O-])cc1)N1C(=O)C2C3C=CC(C3)C2C1=O (stereo unspecified) | 10 | -3.1 | -1.1 | -7 | -2 | 2.1 | -7 | -9 | 2.1
Cc1ccc(NC(=S)NNC(C)(C)C)cc1 | -1 | -2.2 | -2.4 | -3 | 6 | -1.3 | -4 | -6 | -2.4
Cc1ccc(OCC(=O)Nc2cccc3nsnc23)c(C)c1 | -1 | -0.9 | -1.1 | -1 | 3 | -1.1 | 0 | 9 | -0.3
CC(C)c1ccc(/C=N/NC(=O)c2c(Cl)cnn2C)cc1 | -3 | -1.3 | -1.1 | -3 | -4 | 0.4 | 1 | -5 | 1.2
O=C(COc1ccc(S(=O)(=O)N2CCOCC2)cc1Cl)NCCN1CCOCC1 | 27 | -0.1 | -4.1 | -6 | -1 | 0.8 | -2 | 4 | 0.3
CCn1ccnc1CN(C)C(=O)c1ccc(OC2CCN(CCc3ccccc3)CC2)cc1 | 37 | -1.9 | -2.0 | 18 | 10 | 1.7 | -9 | -10 | 1.0
OC(CNCCC(c1ccccc1)c1ccccc1)COc1ccccc1 (stereo unspecified) | 53 | -1.5 | -1.4 | 31 | -46 | 15 | -10 | 8 | 7.8
CCOC(=O)C1CCN(Cc2ccc(OC)c(OCc3ccccc3)c2)CC1 | -8 | -2.3 | -2.2 | 7 | 15 | 1.0 | -12 | 3 | 3.4
CC(Nc1nc(-c2cccc(Br)c2)cs1)c1nc2cc(Cl)c(N3CCCCC3)cc2n1CCOCCO (stereo unspecified) | -24 | 0.4 | 0.5 | -34 | -34 | 0.5 | -7 | -6 | -0.1
CN(C)c1cccc(C(=O)OCC(=O)NCc2ccco2)c1 | -6 | -3.1 | -2.5 | -2 | -5 | -0.9 | -6 | 3 | -0.1
O=C(Nc1nc(-c2ccco2)c(-c2ccco2)s1)C1CCC1 | 12 | -2.7 | -2.5 | -12 | 58* | -2.1 | -1 | -3 | -0.2
Cc1cc(NC(=O)CSc2nnc(-c3c[nH]c4ccccc34)n2-c2ccc(F)cc2)no1 | 40 | -2.3 | -2.6 | -3 | -11 | 2.4 | / | -12 | 0.2
CCc1cccc(NC(=S)N2CCC(c3ccccc3)C2)c1 (stereo unspecified) | -1 | -3.7 | -3.0 | -19 | -5 | -0.9 | -5 | 0 | -0.3
COC(=O)CCC(=O)Nc1ccc(S(=O)(=O)Nc2cc(OC)nc(OC)n2)cc1 | 46 | -1.8 | -2.3 | -23 | 29 | 0.6 | -8 | -15 | 0.9
Cc1noc(C)c1C(=O)N1CCCC(C(=O)c2ccc(Cl)cc2)C1 (stereo unspecified) | 23 | -4.0 | -3.5 | -9 | 12 | -0.6 | -1 | 4 | 0.8
Cc1cc(-c2nc(C)c(C(=O)NNS(=O)(=O)c3ccccc3)s2)no1 | 20 | -2.9 | -1.7 | -10 | -2 | -1.6 | -5 | -14 | -0.3
COc1ccc(N(Cc2cc3cccc(C)c3[nH]c2=O)S(C)(=O)=O)cc1 | 2 | -1.4 | -1.5 | -18 | 11 | 0.2 | / | 8 | 0.7
Cc1[nH][nH]c(=O)c1C(c1ccc(F)cc1)c1c(C)[nH][nH]c1=O | 18 | -4.2 | -3.7 | -5 | 3 | 0.1 | -8 | -17 | 0.2

In another format: entries from further up.
Below each compound – PHOSPHO1 inh | VIM-2 inh | IMP-1 inh | FID counter | NS3 helicase inh | OXTR ag | GalR3 antag | GPR7 antagonist | V1aR counter
CC(Nc1nc(-c2cccc(Br)c2)cs1)c1nc2cc(Cl)c(N3CCCCC3)cc2n1CCOCCO (stereo unspecified)
→ -24 | 0.4 | 0.5 | -34 | -34 | 0.5 | -7 | -6 | -0.1
Cc1cc(-c2nc(C)c(C(=O)NNS(=O)(=O)c3ccccc3)s2)no1
→ 20 | -2.9 | -1.7 | -10 | -2 | -1.6 | -5 | -14 | -0.3

Following part:
SMILES | PHOSPHO1 inh | VIM-2 inh | IMP-1 inh | FID counter | NS3 helicase inh | OXTR ag | GalR3 antag | GPR7 antagonist | V1aR counter
CCC(C(=O)OC)n1cnc2c(nnn2-c2cccc(Cl)c2)c1=O (stereo unspecified) | 22 | -1.0 | -3.1 | -8 | -3 | -0.5 | / | -1 | 0.7
CCOc1nc2cnccc2n(CC(=O)Nc2ccccc2C(=O)OC)c1=O | 38 | -6.4 | -1.6 | -28 | -3 | -0.3 | 5 | -12 | 0.5
COC(=O)c1ccc(CNC(=O)CSc2nc3sc(C)c(C)c3c(=O)n2C)o1 | -10 | -1.9 | -1.1 | -14 | 14 | 1.2 | -4 | -1 | 1.9
CC1Cc2ccccc2N1CC(=O)Nc1ccc(N2CCOCC2)cc1 (stereo unspecified) | 36 | 0.4 | -1.3 | -20 | 6 | -1.2 | 2 | -2 | 0.2
O=C(CNc1ccc(F)cc1F)NC(=O)NCc1ccco1 | 10 | -4.4 | -3.2 | -7 | 16 | -0.2 | 2 | -6 | -0.8
CCOc1ccccc1NC(=S)N1CCN(c2ccccc2F)CC1 | 29 | -0.5 | -3.0 | -11 | -10 | / | -12 | 4 | /
CN1CCC(OC(=O)COc2ccc(C(C)(C)C)cc2)CC1 | 11 | -3.4 | 0.7 | 10 | -11 | 1.7 | -7 | 1 | -0.2
O=C(c1sc2cc(F)ccc2c1Cl)N1CCN(c2ccccc2)CC1 | 18 | -3.3 | -2.5 | -7 | 2 | -1.4 | -5 | 2 | -0.1

Screening results deposited in PubChem BioAssay by several laboratories.
